hcGAS lum – blocks human cGAS activity. Q8N884. recombinant h-cGAS, ATP depletion, Kinase-Glo luminescence. inhibition, % at 12.5 µM. hit rate 0.081% among 290,000. AID 1259398;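 further: 0% = vehicle reaction and 100% = reaction without DNA for no activity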
Target sequence (Q8N884 whole entry, looked up): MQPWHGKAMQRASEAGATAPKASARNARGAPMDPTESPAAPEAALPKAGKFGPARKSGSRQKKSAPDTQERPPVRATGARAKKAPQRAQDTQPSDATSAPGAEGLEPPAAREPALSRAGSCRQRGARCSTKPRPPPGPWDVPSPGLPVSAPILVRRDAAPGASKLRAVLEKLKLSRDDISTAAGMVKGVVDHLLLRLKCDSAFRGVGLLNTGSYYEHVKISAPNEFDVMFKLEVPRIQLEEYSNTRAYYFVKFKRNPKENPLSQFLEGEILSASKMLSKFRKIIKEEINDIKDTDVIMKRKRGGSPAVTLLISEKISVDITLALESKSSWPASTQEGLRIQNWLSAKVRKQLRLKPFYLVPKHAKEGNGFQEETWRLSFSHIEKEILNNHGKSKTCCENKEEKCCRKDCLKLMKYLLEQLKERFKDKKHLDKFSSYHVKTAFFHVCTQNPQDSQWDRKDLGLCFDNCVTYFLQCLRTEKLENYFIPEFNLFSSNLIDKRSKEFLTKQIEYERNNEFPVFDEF
mcGAS lum – mouse cGAS inhibition by luminescence. recombinant cGAS, Kinase-Glo ATP depletion luminescence. inhibition, % at 12.5 µM. hit rate 0.15% among 160,000. Q8C6L5;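 further: 0% = negative control wells and 100% = reference inhibitor with no enzyme activity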
NPYLR7 ag – activates Aedes aegypti NPYLR7 receptor; HEK293T NPYLR7/Galpha15, GCaMP6s calcium fluorescence; hit rate 0.15% among 270,000; activation, % at 10 µM; in the data active means activation above about 40%;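 further: 0% = vehicle and 100% = reference agonist at the receptor; some compounds past the cut are filed as inactive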
An asterisk follows results filed as active; / = not tested or not shown; & = joins results of further samples. Unless noted, no stated cut-off is given here; in the data, active means inhibition above about 40%; inactive means the rest.

Each structure is followed by: hcGAS lum	mcGAS lum	NPYLR7 ag
COc1cc(CN(C)C(=O)c2sc(-c3ccccn3)nc2C)ccc1OC(F)F
 : 2	-1	-4
Cc1ccc(C)c(NC(=O)CN(C)C(=O)CN2C(=O)CSc3ccccc32)c1
 : -3	/	-1
CNC(=O)c1nc(CN2CCC(O)(CN(C)C)C2)no1 (stereo not drawn)
 : -7	-10	3
COc1cccc(-n2c(=O)[nH]c3sc4c(c3c2=O)CCN(C(=O)COCc2ccccc2)C4)c1
 : -9	-4	14
COc1ccc(C(=O)N(CC(=O)Nc2nc(CC(=O)N3CCN(c4ccccc4Cl)CC3)cs2)CC(C)C)cc1
 : 0	-3	8
Cn1ccnc1-c1nccn1CCc1cccc(F)c1
 : -7	-12	-3
COCC(C)n1c(C)cc(C(=O)Cn2nc(C)c([N+](=O)[O-])c2C)c1C (stereo not drawn)
 : -5	-5	0
CCOc1ccc(OCC)c(S(=O)(=O)NCC23CC4CC(CC(C4)C2)C3)c1
 : -6	-3	/
Cn1cc(S(=O)(=O)Oc2ccc(Oc3ccccn3)cc2)c(=O)n(C)c1=O
 : -2	/	6
COCCNC(=O)[C@@]1(OCc2ccccc2C)CC(OCc2cccc(Cl)c2)[C@@H]2OC(C)(C)O[C@@H]2C1 (stereo partly drawn)
 : -7	-4	18
Nc1nc2[nH]c(=O)cnc2c(=O)[nH]1
 : 3	-3	2
Cc1ccsc1CN(C)C(=O)[C@H](N)CC(C)C
 : -3	-13	2
Cc1noc(CN(C)C(C)c2sc(-c3ccccc3)nc2C)n1 (stereo not drawn)
 : -7	/	5
CC(=O)NCc1ccc(S(=O)(=O)N(C)CCOc2ccc(Cl)cc2)s1
 : -1	/	8
Cc1cc(O)c2c(c1O)C(=O)C(O)=C(O)C2=O
 : 7	14	31
CN1CC2(CCN(C(=O)c3ccccc3Oc3ccccc3)C2)OC1=O (stereo not drawn)
 : -1	/	8
CC1(Cc2ccc(C(=O)c3ccccc3)cc2)C(=O)Nc2cc(Cl)ccc21 (stereo not drawn)
 : -5	/	3
O=C(NCc1ncccn1)c1cc2occc2n1CC1CCCCO1 (stereo not drawn)
 : -8	/	26
O=C(CCC1CCCN(C(=O)c2cc(=O)c3ccccc3o2)C1)NCc1ccccc1F (stereo not drawn)
 : -3	-10	-1
CCc1nc(-c2ccccc2)nc(N2CCN(C(=O)COC)CC2)c1Cc1ccccc1F
 : -4	-9	/
COCCNc1nc2cc(C(=O)N3CCOC(C(F)(F)F)C3)ccc2n1C (stereo not drawn)
 : -1	-10	0
CCCc1c(C(=O)N2CCN(CC)CC2)cnn1-c1cccc(C)c1
 : -8	-5	36
CCCCN(CC(=O)N(CCc1c[nH]c2ccccc12)Cc1ccc(OC)cc1)C(=O)NCC(=O)OCC
 : -4	-3	21
c1cc(-c2ccc(CN3CCCCC3CN3CCOCC3)o2)[nH]n1 (stereo not drawn)
 : -4	-11	-6
CO[C@H]1C(=O)N(Cc2ccccc2)C2(CCN(C(=O)Cc3ccccc3)CC2)[C@@H]1CO
 : 3	-6	26
O=C(O)c1ccccc1C1CCN(C(=O)c2cccc3cccnc23)C1 (stereo not drawn)
 : -1	/	17
CN1CC2(CCCN(C(=O)Cn3c(=O)oc4ccccc43)CC2)OC1=O (stereo not drawn)
 : 1	/	8
O=C(c1cccc(N2CCNC2=O)c1)N1C[C@H]2C[C@H](O)[C@@H](O)C[C@H]2C1
 : 1	-14	16
Cc1ccc(-c2nc3ccc(C)cn3c2NC(=O)CC(C)(C)C)cc1
 : -7	-10	-5
COc1cc(C=C2N=C(c3ccccc3OC(F)F)OC2=O)cc(OC)c1
 : -3	/	1

Entries of single compounds, quoted from the list.
Entry for Cn1cc(S(=O)(=O)Oc2ccc(Oc3ccccn3)cc2)c(=O)n(C)c1=O = hcGAS lum = -2; mcGAS lum = /; NPYLR7 ag = 6
Entry for COc1ccc(C(=O)N(CC(=O)Nc2nc(CC(=O)N3CCN(c4ccccc4Cl)CC3)cs2)CC(C)C)cc1 = hcGAS lum = 0; mcGAS lum = -3; NPYLR7 ag = 8
Entry for Cc1ccsc1CN(C)C(=O)[C@H](N)CC(C)C = hcGAS lum = -3; mcGAS lum = -13; NPYLR7 ag = 2

(cont.)
Each structure is followed by: hcGAS lum	mcGAS lum	NPYLR7 ag
O=C(c1cccc2ccccc12)N1CCC(n2nc(-c3ccccc3)cc2-c2ccccc2)CC1
 : -9	-7	/
Cc1ccc(C(=O)NNC(=O)Cc2ccn(C(C)C)n2)cc1
 : 0	1	9
Cc1c(C)c(C)c(S(=O)(=O)N2CCN(c3nc4nccc(-c5ccc(C(C)(C)C)cc5)n4n3)CC2)c(C)c1C
 : 2	1	6
Cc1ccc(C(=O)c2c(N)c(C(=O)Nc3ccc(C)c(C)c3)c3ccccn23)cc1
 : -9	-8	-5
c1ccc(CC2CCN(Cc3cc4n(n3)CCCNC4)C2)cc1 (stereo not drawn)
 : -7	/	4
CCc1ccc(-c2ccc3nnc(SC)n3n2)cc1
 : -2	0	-21
CCn1nc(C)c(CNC(=O)C(=O)Nc2c(F)cccc2F)c1C
 : -5	-17	5
Cc1ccc(-n2c(=O)[nH]c3c(C(N)=O)nc(-c4cccs4)nc32)cc1
 : -5	/	1
O=C(NCCCn1nc(-c2ccncc2)ccc1=O)Nc1ccc(C(F)(F)F)cc1
 : -6	/	2
Cn1c(=O)c2cc(NC(=O)c3ccccc3F)cnc2n(C)c1=O
 : -5	-6	10
C=CCC1(O)CC(c2ccc(C)cc2)NC(c2ccc(C)cc2)C1C (stereo not drawn)
 : -6	/	-14
CCc1[nH]c2c(CNC(=O)CCn3cncn3)cc(F)cc2c1C
 : -4	-13	7
Cc1c(/C=C/c2ccc(Br)cc2F)n[nH]c(=O)c1C#N
 : -13	/	12
C[n+]1ccc(C(=O)Nc2ccccc2)cc1
 : 2	/	10
COCCNC(=O)C(NC(=O)c1ccc(F)cc1)C1CCN(C(=O)c2ccc(C(F)(F)F)cc2)CC1 (stereo not drawn)
 : -8	-4	5
COc1cc(C2(c3ccc(O)c(OC)c3)C(=O)Nc3c(C)cc(Br)cc32)ccc1O
 : 3	/	-3
Cc1cccc(C2=NN(C(=O)CN3CCCCC3C)C(c3ccccc3F)C2)c1 (stereo not drawn)
 : -2	-4	-2
NS(=O)(=O)c1ccc(NC(=O)CCC(=O)O)cc1
 : -1	/	-16
COc1ccc(-c2ccc(N3CCC(C(=O)Nc4ccccc4C(N)=O)CC3)nn2)cc1
 : 2	-5	-9
O=C1NC(=S)NC(=O)C1=Cc1ccccc1OCCOc1ccccc1
 : -3	0	-1
Cc1cc(F)ccc1CNC1CCN(Cc2ccncc2)CC1
 : -17&-5	-5	7&6
COc1ccc2nc(Cl)c(Cl)nc2c1
 : 6	/	2
O=C(NCc1cccnc1N1CCc2ccccc2C1)c1cccc2c1OCC2
 : -4	/	18
Cc1cc(C)c(-c2ccc(=O)n(CC(=O)N3CCCC3)n2)cc1C
 : -10	/	11
CCN(CC)CCNC(=O)c1cc2c(s1)CSC2
 : 1	0	6
CCOc1ccc(NC(=O)c2nc(C)n(-c3ccc(Cl)cc3)n2)cc1
 : -4	/	8
CCCNc1nc2c(C)cccn2c(=O)c1C=C1SC(=S)N(CC2CCCO2)C1=O (stereo not drawn)
 : -5	-7	15
Cc1cccc(CN2CCN(Cc3cnc(N4CCCCC4)nc3)CC2)c1
 : -3	/	8
Cc1nccn1-c1ccc(NC(=O)C2CCCN(C/C=C/c3ccco3)C2)cc1 (stereo not drawn)
 : -4	/	-3
CCCN(Cc1nccn1C)C(=O)c1cn(-c2ccccc2)nn1
 : -8	/	6
CCN(CCN1CCOCC1)C(=O)c1ccc2ccccc2n1
 : -5	-22	1
CNS(=O)(=O)c1cc(C(=O)OCc2ccc(C(C)C)cc2)n(C)c1
 : -12	/	4
Cc1nnc(-c2ccccc2-c2ccccc2CO)o1
 : -3	/	0
O=C1CSC(c2ccc(F)cc2)N1c1cc(Cl)ccc1O (stereo not drawn)
 : -7	-6	-6
CC1=NCCN1S(=O)(=O)c1ccc(I)cc1
 : 0	1	2
Cc1ccc(Cl)cc1-n1c(SCc2nc(C(=O)NCc3cccc(C(F)(F)F)c3)cs2)nnc1-c1ccco1
 : -4	-5	0
Cc1noc(C2CCCN2Cc2cnc(-c3ccccc3C)s2)n1 (stereo not drawn)
 : 5	/	-3
CC1(C)C=C2C(=NN(c3ccccc3)C(=N)C2C#N)CO1 (stereo not drawn)
 : 2	/	2
Cc1c(F)cccc1N1C(=O)CSC1c1cccc(NC(=O)Cc2cccs2)c1 (stereo not drawn)
 : -4	-8	8
CC(=O)NCC1=CCCN(Cc2cc(=O)n3c(C)cccc3n2)C1
 : -6	-11	-4

3 compounds from above with just hcGAS lum.
Structure	hcGAS lum
Cc1noc(C2CCCN2Cc2cnc(-c3ccccc3C)s2)n1 (stereo not drawn)	5
CC1(C)C=C2C(=NN(c3ccccc3)C(=N)C2C#N)CO1 (stereo not drawn)	2
Cc1c(F)cccc1N1C(=O)CSC1c1cccc(NC(=O)Cc2cccs2)c1 (stereo not drawn)	-4

Next section.
Each structure is followed by: hcGAS lum	mcGAS lum	NPYLR7 ag
S=C(NCc1ccccc1)N1CCn2cccc2C1c1cccnc1 (stereo not drawn)
 : -5	/	-1
CCC(N)C1c2cc(OC)c(OC)cc2CCN1Cc1ccc(F)cc1 (stereo not drawn)
 : 0	-3	3
Cc1nnc(SCC(=O)NC(=O)c2cccn2C)s1
 : -6	-6	-2
CC(C)c1nccn1CCCNC(=O)c1ccc(N2[C@@H]3CC[C@H]2CNC3)nc1
 : -7	/	22
CC(C)c1cc(Oc2ccc3c(c2)OCO3)nc(SCc2ccc(F)cc2F)n1
 : -7	-6	24
Cc1occc1CNC(=O)NC1CCN(C(C)c2ccccc2)CC1 (stereo not drawn)
 : 0	4	1
CC(=O)N1CCC(CN(C)C(=O)c2cnn(-c3ccccc3F)c2C)C1 (stereo not drawn)
 : -6	/	1
CC1CCc2c(sc(NC(=O)c3cc4c(s3)CCCCC4)c2C(N)=O)C1 (stereo not drawn)
 : -1	/	-4
COc1ccccc1-n1cc(-c2ccnc(NCCc3nccs3)n2)cn1
 : -6	-10	1
CCOC(C(=O)N=c1sccn1C)(c1ccccc1)c1ccccc1
 : -3	/	2
O=C(CCC(=O)N1CCN(c2ccccn2)CC1)Nc1ccccc1
 : -5	-5	5
Cc1cccc(-c2nnc(CSCc3ccco3)o2)c1
 : -5	-11	-1
CN(CC1COCCO1)C(=O)CC1(c2ccc(-c3ccccc3)cc2)CC(=O)N(C)C1=O (stereo not drawn)
 : -7	/	6
O=S(Cc1cccc(C(F)(F)F)c1)Cc1ccc(Cl)cc1Cl (stereo not drawn)
 : -1	/	-1
CCN(CC)S(=O)(=O)c1cccc(C(=O)OCC(=O)c2ccccc2)c1
 : -1	-1	-1
COCCOCC(=O)N1CCCN(Cc2cc(=O)c(OCc3cccc(F)c3)co2)CC1
 : -7	-7	-1
Cc1ccc(Cn2c(C)c(C(=O)NCC3CC3)sc2=O)cc1
 : 2	/	-10
CN(C)CC1CCCN1c1cnc2cc(F)c(F)cc2n1 (stereo not drawn)
 : -7	-16	0
CC(c1ccccc1)N(C)CC(=O)Nc1ccc(C#N)cc1 (stereo not drawn)
 : -4	/	13
O=C(C1CCC1)N(Cc1ccco1)Cc1nccn1Cc1ccccc1Cl
 : -2	-3	19

4 structures already listed, ordered by molecular weight, rising:
Each structure is followed by: hcGAS lum	mcGAS lum	NPYLR7 ag
O=C(CCC(=O)N1CCN(c2ccccn2)CC1)Nc1ccccc1
 : -5	-5	5
O=S(Cc1cccc(C(F)(F)F)c1)Cc1ccc(Cl)cc1Cl (stereo not drawn)
 : -1	/	-1
CN(CC1COCCO1)C(=O)CC1(c2ccc(-c3ccccc3)cc2)CC(=O)N(C)C1=O (stereo not drawn)
 : -7	/	6
COCCOCC(=O)N1CCCN(Cc2cc(=O)c(OCc3cccc(F)c3)co2)CC1
 : -7	-7	-1

(continued)
Each structure is followed by: hcGAS lum	mcGAS lum	NPYLR7 ag
O=C(Oc1ccc2ccc(=O)oc2c1)c1cccc(Br)c1
 : -6	-7	2
CC1CN(Cn2nc(-c3ccccc3Cl)n(C)c2=S)CC(C)O1 (stereo not drawn)
 : -7	-10	/
COc1ccc(CNC(=S)NCc2ccc(OC)cc2)cc1
 : -5	-4	0
NC(=O)C12CC3CC(C1)CC(C(N)=O)(C3)C2
 : -4	/	-3
COc1ccccc1NC(=O)NCCS(=O)(=O)c1c(C)n(Cc2ccc(F)cc2)c2ccccc12
 : -3	/	4
Cc1ccc(N2CCn3c2nc2c3c(=O)n(CCC(C)C)c(=O)n2C)cc1C
 : -9	-8	8
C=C(C)COc1cccc(C(=O)N(C)Cc2cnn(CC)c2C)c1
 : -8	/	-2
COC(=O)C1=C(C)NC(=S)NC1c1ccc(C)cc1 (stereo not drawn)
 : -13	/	0

Compound activity from PubChem BioAssay.
